Bioassay records as filed in PubChem BioAssay.
IDE inh – cellular human IDE inhibition | P14735 | inhibition, % at 5.59 µM | actives 0.41% (n = 320,000) | HEK cells, FAbetaB cleavage, fluorescence polarization | AID 434962;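 active means percent inhibition above the average of all tested compounds plus 3 SD, set per screening campaign, cut at about 16% in these data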;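 further: IDE supplied by intact live HEK cells; FP after avidin binding of uncleaved biotin substrate so inhibition keeps polarization high; 0% = DMSO wells and 100% = 60 µM reference IDE inhibitor Ii1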
p-CIP stab down – lowers stability of the mouse p/CIP coactivator protein; AID 1984; actives 0.01% (n = 290,000); decrease of EGFP signal, % at 10 µM; F442A p/CIP-EGFP cells, EGFP fluorescence, 16 h;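 active means EGFP signal decrease of at least 30% at 10 µM or well 3 SD below plate mean, unless failing retest; inactive means the rest, including hits failing retest or dose response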; further: some compounds called inactive have numbers as strong as hits; many of its hits are not listed in these tables
HCV NS3 hel inh – blocks Hepatitis C virus NS3 helicase unwinding; inhibition, % at 10.9 µM; actives 0.56% (n = 290,000); NS3 helicase DNA unwinding, Cy5 molecular beacon fluorescence;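 active means inhibition above the mean of all tested compounds plus 3 SD, set per campaign, cut at about 35% in these data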;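 further: 0% = DMSO wells and 100% = thioflavine S control wells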
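Control set: DMSO versus 110 µM thioflavine S; Material: NS3 helicase fragment of HCV; Measured by: Cy5 fluorescence at 0 and 60 min, beacon hairpin quenching; Read-out basis: percent inhibition from t60/t0 fluorescence ratio; Times: reaction time 60 min, 25 °C; Repeats: single replicate; Compound dosing: single dose, 10.9 µM nominal final, DMSO 0.8% final.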
IMP-1 inhibitor – inhibitors of Pseudomonas aeruginosa IMP-1 metallo-beta-lactamase | purified IMP-1, nitrocefin hydrolysis, epi-absorbance fluorescence | inhibition, % at 5.6 µM | actives 0.45% (n = 290,000) | AID 1556;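 active means inhibition above the mean plus 3 SD of all compounds in the same screening run, cut at about 4.5% in these data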;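 further: 0% = IMP-1 with DMSO and 100% = DMSO wells lacking enzyme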
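Test system: recombinant IMP-1 enzyme, purified / Medium: HEPES buffer pH 7.1 with ZnSO4 and Brij 35 / Doses: single dose, 5.6 µM / Times: 25 °C, 15 min preincubation, 25 min reaction / Detection: Epi-absorbance via hydrolysed-nitrocefin quenching of white-plate fluorescence, 480/530 nm, EDTA stop / Evaluation: percent inhibition from optical density relative to buffer-blank wells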
VIM-2 inhibitor – blocks Pseudomonas aeruginosa VIM-2 metallo-beta-lactamase; inhibition, % at 5.6 µM; purified VIM-2, nitrocefin hydrolysis, epi-absorbance fluorescence; actives 0.89% (n = 290,000);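 active means inhibition above the mean of all tested compounds plus 3 SD, cutoff set per screening run, cut at about 7.5% in these data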;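 further: red hydrolysis product quenches plate fluorescence so inhibitors raise well fluorescence; 0% = enzyme with DMSO and 100% = DMSO without enzyme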
DNA FID counter – fluorescent intercalator displacement, NS3 helicase counter-screen | AID 1845 | DNA fluorescent intercalator displacement, fluorescence | inhibition, % at 7.9 µM | actives 0.17% (n = 290,000); in the data active means inhibition above about 37%;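 further: 0% = vehicle and 100% = reference compound; higher means more ethidium bromide displaced from hairpin DNA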
M18AAP inhibitor – blocks P. falciparum M18 aspartyl aminopeptidase | recombinant PfM18AAP, H-Glu-NHMec fluorogenic cleavage | AID 1822 | inhibition, % at 7.35 µM | actives 1.2% (n = 290,000);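 active means inhibition above the campaign mean inhibition over all tested compounds plus 3 SD, cut at about 28% in these data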;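 further: 0% = plate median of test compound wells and 100% = 2 mM ZnCl2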
IDE act – boosts human insulin-degrading enzyme activity in HEK cells; actives 0.073% (n = 340,000); activation, % at 5.96 µM; FAbeta-B cleavage, fluorescence polarization; 0% vehicle, 100% cell-free pure enzyme wells; AID 493087;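 active means activation above the mean of all tested compounds plus 3 SD, set per screening campaign, cut at about 17% in these data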
SUMO HTRF inh – SUMOylation inhibition | HTRF SUMOylation assay, SAE1/SAE2 + UBC9, in vitro | P63279 | AID 2006 | inhibition, % at 35 µM | actives 0.36% (n = 290,000); in the data active means inhibition above about 50%, passing the limit was not always enough; further: strong numbers were not always called active
Target sequence (P63279 whole entry, looked up): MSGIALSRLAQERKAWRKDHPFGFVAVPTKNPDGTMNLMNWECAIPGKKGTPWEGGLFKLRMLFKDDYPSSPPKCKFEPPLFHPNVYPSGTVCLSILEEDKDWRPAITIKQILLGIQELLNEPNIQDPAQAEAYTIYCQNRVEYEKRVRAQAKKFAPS
Numbers without * were called inactive; · = no result given.

SMILES	IDE inh	p-CIP stab down	HCV NS3 hel inh	IMP-1 inhibitor	VIM-2 inhibitor	DNA FID counter	M18AAP inhibitor	IDE act	SUMO HTRF inh
CCOC(=O)c1c(C)[nH]c(C(=O)COC(=O)/C=C/c2cccc(OC)c2OC)c1C	3	-5	3	0.1	-0.3	-2	-17	-3	12
O=C(COC(=O)CNC(=O)c1ccccc1)Nc1ccc(F)c([N+](=O)[O-])c1	-9	-2	-26	-2.5	0.1	7	5	-2	-2
COc1ccc(OCc2nc(N)nc(Nc3ccc(C)cc3)n2)cc1	-1	3	-40	-1.3	-0.9	-20	1	3	1
O=C(CS)Nc1ccc2ccccc2c1	17*	3	-11	-0.4	-1.0	2	2	-13	29
CC1(C(=O)NCCc2c[nH]c3ccccc23)C=CCN1C(=O)c1ccccc1 (stereo unspecified)	-4	-6	4	-1.0	-1.0	-9	4	6	-6
CCCCN(C(=O)NC(=O)C1=C(N2CCOCC2)/C(=C/c2ccccc2)CC1)S(C)(=O)=O	7	-13	0	-2.2	-2.4	-9	8	-1	20
Cc1cc(N2CCN(c3ccccc3Cl)CC2)n2cc(-c3ccccc3)nc2n1	2	4	2	-3.6	0.5	-4	-5	-1	8
CCOC(=O)c1c(C)[nH]c(C(=O)COC(=O)c2cnc(C)cn2)c1C	-1	-15	2	2.9	-4.2	-10	0	-3	23
Cc1csc(NC(=O)CSc2nnnn2C)n1	0	-12	-2	-0.6	-2.4	-1	2	1	13
O=C1CCC(=O)N1CC(=O)N(c1ccccc1)c1ccccc1	-3	-7	17	-3.6	-3.8	-9	-1	4	2
O=C(CN1C(=O)c2cccnc2Oc2ccc(Cl)cc21)NCCC1=CCCCC1	-1	-14	-4	-1.4	-2.3	-28	-5	7	·
O=C(Nc1ccc(F)cc1)C1CCC(CNc2c(N3CCCCC3)c(=O)c2=O)CC1 (stereo unspecified)	1	-15	4	-4.5	-2.4	-25	3	5	-2
CCNc1nc(NC(C)C)nc(ON=C(C)C)n1	-3	-3	0	-3.7	-3.9	3	-2	·	-14
Cc1c(C(=O)OCC(=O)c2ccc3c(c2)OCCO3)oc2ccccc12	-2	16	25	-2.6	-2.1	-3	8	-3	8
CCOC(=O)N1CCC(NC(=O)Cn2c3c(c(-c4ccccc4Cl)cc2=O)CCC3)CC1	-1	-5	-8	-1.3	0.6	-36	-2	4	13
CC(=O)N(C)c1ccc(OCC(O)Cn2c(C)nc3ccccc32)cc1 (stereo unspecified)	0	10	20	-4.8	-7.0	-7	-1	1	-3
O=C(Cc1ccc(Br)cc1)NNC(=O)Nc1ccc(Cl)cc1	4	-9	-8	-4.4	-4.2	-2	6	1	9
Cn1cc(CNC(=O)C2CCC(=O)N(Cc3ccccc3F)C2)cn1 (stereo unspecified)	4	4	26	2.6	0.7	-13	8	3	-13
CN1CCN(c2cc(=O)n(-c3ccc(Cl)cc3)c(=O)[nH]2)CC1	-5	0	2	-3.2	-2.1	1	6	0	-4
Cc1ccc(OCCOCCN2CCCC2)c(Br)c1	-1	-12	-2	-3.0	0.0	7	-16	3	17
COc1cc(C(C)=O)ccc1Oc1cnccn1	-1	2	-5	-2.9	0.0	-4	-2	5	-4
O=C(CSc1nc2c([nH]c3ccccc32)c(=O)n1-c1ccc(F)cc1)NCc1ccco1	0	-12	6	3.1	-2.9	-14	4	2	26
CC(C)CC(=O)c1c[nH]c(C(=O)NCc2ccc(F)cc2)c1	1	1	5	-2.8	-1.9	-16	-7	2	14
COc1ccc(NC(=O)CSc2nnc(CN3CCOCC3)n2-c2ccccc2)cc1Cl	2	-2	-2	-2.8	-1.5	-28	6	-6	22
O=C(NCc1nc2ccccc2[nH]1)c1cccc(S(=O)(=O)N2CCOCC2)c1	1	6	2	0.8	-1.8	-2	0	-5	-7

Later entries:
SMILES	IDE inh	p-CIP stab down	HCV NS3 hel inh	IMP-1 inhibitor	VIM-2 inhibitor	DNA FID counter	M18AAP inhibitor	IDE act	SUMO HTRF inh
Fc1ccc(-c2nn3c(C4COc5ccccc5O4)nnc3s2)cc1 (stereo unspecified)	0	-10	1	-2.9	-0.6	-4	-7	2	6
O=C(NC1CCCc2ccccc21)C1CCN(S(=O)(=O)N2CCCCCC2)CC1 (stereo unspecified)	-5	-3	0	-0.4	1.1	-29	-14	-2	-4
O=C(Nc1cccc(NC(=O)c2cccc(F)c2)n1)c1cccc(F)c1	5	2	-6	-2.1	2.1	-7	2	-8	-19
CCCc1ccc2oc(C(=O)N(Cc3ccncc3)CC3CCCO3)c(C)c2c1 (stereo unspecified)	11	-11	-4	-4.5	-3.6	-33	2	-4	9
CCOC(=O)c1cccc(NC(=O)CC2Oc3ccccc3NC2=O)c1 (stereo unspecified)	-2	5	5	-2.1	-0.6	-26	1	1	2
C=C1CSc2nc3ccccc3c(=O)n21	-5	-14	3	-0.5	0.0	-5	-6	3	25
O=C(CN1CCN(S(=O)(=O)N2CCOCC2)CC1)Nc1cc(Cl)cc(Cl)c1	-4	-16	-7	-1.7	-0.6	-27	-12	2	10
CCOc1ccc(-c2nn(-c3ccccc3)cc2/C=C2\SC(=S)N(Cc3ccco3)C2=O)cc1	0	9	18	-1.7	-1.5	-3	-1	5	-4
Cc1cc(C)c2c3c(sc2n1)C(c1ccccc1)C(C#N)=C(N)O3 (stereo unspecified)	-1	2	4	-3.3	-1.5	-4	0	-2	0
Cc1c(Br)c([N+](=O)[O-])nn1CC(=O)Nc1sc2c(c1C(=O)OC(C)C)CCC(C)C2 (stereo unspecified)	-5	12	11	-0.8	-1.4	-1	-6	-1	12
CCCOc1ccc(N2C(=O)CC(N(Cc3ccccc3)N=O)C2=O)cc1 (stereo unspecified)	-7	-15	-1	-3.6	-4.4	-26	6	·	-1
CC1(C)CC(=O)c2c(O)cc(O)cc2O1	-7	9	0	0.1	-1.9	-3	-16	-3	0
C#CCOCCOCCOCCNc1nc(N2CCN(C(=O)[C@H]([C@@H](C)CC)n3cc([C@@H](N)Cc4ccc(O)cc4)nn3)CC2)nc(N2CCN(C(=O)[C@H]([C@@H](C)CC)n3cc([C@@H](N)CC(C)C)nn3)CC2)n1	5	2	-62	-3.1	-0.9	47*	9	4	-17
Cc1ccccc1NC(=S)Nc1cccc([N+](=O)[O-])c1	1	9	4	-5.4	-2.4	-3	-1	3	-3
Cc1nc(-c2cccc3ccccc23)ccc1C(=O)O	-1	5	-7	-3.0	-5.1	-2	0	8	13
Nc1nonc1-n1nnc(C(=O)N/N=C/c2ccccc2F)c1CN1CCc2ccccc21	-1	2	-10	-1.0	-1.6	-14	5	1	-12
Cc1ccc(S(=O)(=O)N2CCOCC2)cc1C(=O)Nc1cccc(S(=O)(=O)N2CCCC2)c1	2	-6	-2	-2.9	-1.5	-23	1	4	6
COc1ccc2nc(NC(=O)c3sc4nc(C)cc(C)c4c3N)sc2c1	-2	3	12	-1.9	-2.1	-1	2	12	-4
CCN(CC)CCCNCC(=O)Nc1ccc(OC)c(Cl)c1	-2	-7	14	-3.6	-3.8	18	3	·	-6
CCN(CC)S(=O)(=O)c1ccc(N2CCCCC2)c(NC(=O)/C=C/c2cc(OC)c(OC)c(OC)c2)c1	-2	4	-15	-1.6	1.0	-16	0	4	20
Cc1ccc(C(=O)c2ccccc2C(=O)OCC(=O)NCC2CCCO2)cc1 (stereo unspecified)	0	-9	-2	-2.1	-0.9	-25	1	3	-14
CCCc1ccc(C2C3=C(CC(C)(C)CC3=O)NC3=C2C(=O)c2ccccc23)cc1 (stereo unspecified)	-8	-1	-18	-3.2	-2.4	-4	-10	3	16
COC(=O)c1ccc2c(=O)n(Cc3ccc4c(c3)OCO4)c(=S)[nH]c2c1	2	3	6	-3.5	-4.8	-5	1	-3	6
COc1ccc(CC(NC(C)=O)C(=O)NC2CCN(c3nc(C)cc(C)c3C#N)CC2)cc1OC (stereo unspecified)	6	16	-14	-2.4	-0.9	-23	-8	5	11
CCOC(=O)Cn1c(=N)n(Cc2ccccc2F)c2ccccc21	2	-7	-9	-1.6	-2.6	5	-7	-2	-4
CC1=CC(C)(C)Nc2ccc(OC(=O)c3cccnc3)cc21	22*	-46	-12	-0.8	-0.6	20	-1	2	-12
Cc1cccc(-n2c(O)c(C=NC3CCS(=O)(=O)C3)c3ccccc3c2=O)c1C (stereo unspecified)	3	-14	11	-1.0	0.9	-17	-13	1	8
O=C(Cn1cnc2ccccc21)N/N=C/C(Br)=C/c1ccccc1	0	6	-12	0.7	-0.3	-20	7	-5	-16

Molecules listed so far with fluorine, in the order listed:
SMILES	IDE inh	p-CIP stab down	HCV NS3 hel inh	IMP-1 inhibitor	VIM-2 inhibitor	DNA FID counter	M18AAP inhibitor	IDE act	SUMO HTRF inh
O=C(COC(=O)CNC(=O)c1ccccc1)Nc1ccc(F)c([N+](=O)[O-])c1	-9	-2	-26	-2.5	0.1	7	5	-2	-2
O=C(Nc1ccc(F)cc1)C1CCC(CNc2c(N3CCCCC3)c(=O)c2=O)CC1 (stereo unspecified)	1	-15	4	-4.5	-2.4	-25	3	5	-2
Cn1cc(CNC(=O)C2CCC(=O)N(Cc3ccccc3F)C2)cn1 (stereo unspecified)	4	4	26	2.6	0.7	-13	8	3	-13
O=C(CSc1nc2c([nH]c3ccccc32)c(=O)n1-c1ccc(F)cc1)NCc1ccco1	0	-12	6	3.1	-2.9	-14	4	2	26
CC(C)CC(=O)c1c[nH]c(C(=O)NCc2ccc(F)cc2)c1	1	1	5	-2.8	-1.9	-16	-7	2	14
Fc1ccc(-c2nn3c(C4COc5ccccc5O4)nnc3s2)cc1 (stereo unspecified)	0	-10	1	-2.9	-0.6	-4	-7	2	6
O=C(Nc1cccc(NC(=O)c2cccc(F)c2)n1)c1cccc(F)c1	5	2	-6	-2.1	2.1	-7	2	-8	-19
Nc1nonc1-n1nnc(C(=O)N/N=C/c2ccccc2F)c1CN1CCc2ccccc21	-1	2	-10	-1.0	-1.6	-14	5	1	-12
CCOC(=O)Cn1c(=N)n(Cc2ccccc2F)c2ccccc21	2	-7	-9	-1.6	-2.6	5	-7	-2	-4
